sdo1 growth: compounds rescuing growth of sdo1-depleted yeast, bone marrow failure model | S. cerevisiae sdo1-depleted JHY4D growth rescue, OD600 30 h; active compounds read high; pdr5 snq2 efflux-pump mutant strain | z-score at 10 µM | 0.21% of 140,000 active;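 active = z-score above 3 at both the 24 hr and the 30 hr optical density reads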;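 also: z-score against mean and SD of all compound wells on the same plate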
Insulin prom inh: TRM-6 insulin promoter activity inhibition | 0.9% of 130,000 active | TRM-6 cells (human fetal islet line), insulin promoter-eGFP reporter, imaging; reporter expression induced with tamoxifen | inhibition, % at 2 µM;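 active = inhibition above the mean plus 3 SD, with well images judged a real hit on visual review, cut at about 60% in these data, passing the limit was not always enough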
sdo1 growth Rescue 24 h: also measured in sdo1 growth; calls as there; z-score; S. cerevisiae sdo1-depleted JHY4D growth rescue, OD600; measured here: growth rescue at 24 h;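 0 is the plate mean of compound wells and units are plate SD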
Numbers without * were called inactive; . = not tested or not shown; [ ] = dose if it differs, or a comment. An excerpt, so the mix of outcomes need not match the whole.

sdo1 growth	sdo1 growth Rescue 24 h	Molecule	Insulin prom inh
0.17	-0.53	COCCN1C=C(C(=O)OC)C(c2ccc(OC)c(OC)c2)C(C(=O)OC)=C1	71*
-0.4	-1.5	O=C(C1CCN(S(=O)(=O)c2cnc[nH]2)CC1)N1CCN(c2ncccn2)CC1	48
-0.02	1.1	CC(C)Oc1ccc(/C=N/NC(=O)c2ccc(N(Cc3ccccc3)S(C)(=O)=O)cc2)cc1	0
0.61	0.23	CC(C(=O)N=Nc1c(O)[nH]c2ccccc12)n1cnc2ccccc2c1=O (configuration not stated)	-54
-0.27	-0.39	Cc1ccc2oc(=O)c3cnn(CC(=O)NCCCOC(C)C)c3c2c1	.
0.75	0.29	COc1ccc(N2C(=O)CCC(C(=O)Nc3cccc(C)n3)C2c2ccc(OC)c(OC)c2)cc1 (configuration not stated)	-25
0.24	-0.34	COc1cc([N+](=O)[O-])ccc1NC(=O)CCCOc1cccc(C)c1	8
-0.33	-0.8	Cc1ccccc1OCC(=O)OC(C(=O)c1ccccc1)c1ccccc1 (configuration not stated)	-10
-1.2	-1.4	CN(C)c1ccc(NC(=O)CSc2nc(N)c(C(=O)Nc3ccc(N(C)C)cc3)s2)cc1	10
.	.	CC(=O)Nc1cc2c(cc1NC(=O)Cn1nnc(-c3ccc(C)o3)n1)OCCO2	-100
-0.21	0.04	CO/N=C(\C(=O)N[C@@H]1C(=O)N2C(C(=O)O)=C(COC(N)=O)CS[C@H]12)c1ccco1	-33
0.35	0.27	O=C1C=C(c2ccccc2)C(O)(c2ccccc2)C1 (configuration not stated)	.
-1.8	-1.7	CCc1c(C)nc(SCCOc2ccc(OC(C)C)cc2)[nH]c1=O	13
.	.	CCNCCNc1ccc(Cl)cc1[N+](=O)[O-]	5
1.3	1.6	COc1ccc(C(c2nnnn2C(C)(C)C)N2CCN(C)CC2)cc1OC (configuration not stated)	.
.	.	CCCn1c(SCC(=O)N2CCCCC2)nnc1-c1ccccn1	0
0.29	0.69	CC1(C)Cc2c(C#N)c(N3CCN(C(=O)c4ccco4)CC3)nc(Cc3ccccc3)c2CO1	14
1.7[12.7 µM]	2.1	O=C(N/N=C/c1cccc(Cl)c1Cl)Nc1ccccc1	-11
-0.54	0.1	COc1cc(OC)cc(-c2cc3nc(C)c(CCC(=O)NC(C)CCc4ccco4)c(C)n3n2)c1 (configuration not stated)	-29
.	.	CCc1ccc(NC(=O)CN(c2ccccc2)S(=O)(=O)N(C)C)cc1	-60
0.81	0.99	O=C(CNC(=S)NC(=O)c1ccc(F)cc1)c1ccccc1	-88
1.6	1	Nc1c(-c2ccc(Cl)cc2)nnn1-c1ccccc1	-9
-0.91	-0.48	O=C(CSc1ccc(Cl)cc1)Nc1cccc(-c2nc3ncccc3o2)c1	.
0.85	0.43	O=C(O)Cc1csc(NC(=O)c2ccco2)n1	24
0.96	0.53	CC(N1CCOC1=O)S(=O)(=O)c1ccccc1 (configuration not stated)	-43
0.11	-0.52	Nc1cc(N)nc(SCC(=O)NNC(=O)c2ccc(Cl)cc2)n1	.
-1.6	-0.36	O=C(Cc1ccc(Cl)cc1)Nc1ccc(N2CCN(C(=O)c3ccco3)CC2)cc1	0
.	.	CS(=O)(=O)NCCNc1cc(Cl)ccc1[N+](=O)[O-]	18
1.6	1.3	Cc1ccc(C(=O)CSc2ccccn2)cc1	55
.	.	Cc1cccc(NC(=O)CSc2nnc(CN3CCOCC3)n2C)c1C	26

Insulin prom inh: entries above that show a hit.
sdo1 growth	sdo1 growth Rescue 24 h	Molecule	Insulin prom inh
0.17	-0.53	COCCN1C=C(C(=O)OC)C(c2ccc(OC)c(OC)c2)C(C(=O)OC)=C1	71*

Additional records follow.
sdo1 growth	sdo1 growth Rescue 24 h	Molecule	Insulin prom inh
0.02	-0.56	Cc1cc(C)c2c(CN3CCN(C)CC3)cc(=O)oc2c1	-21
.	.	Cn1c(=S)n(C)c2ccccc21	42
.	.	C=C(C)C1CC=C(C)/C(=N/NC(=O)C2CC2c2ccccc2)C1 (configuration not stated)	7
-0.73	-0.91	Cc1ccc(CNS(=O)(=O)/C=C/c2ccc3c(c2)OCO3)cc1	.
.	.	COc1cccc(/C=C/C(=O)c2ccc(NC3=NCCCS3)cc2)c1	0
-0.61	-0.04	COc1ccc(F)cc1CN1CCN(c2cc(C)nc3c4c(C)cc(C)nc4nn23)CC1	.
.	.	C=CCc1cccc(/C=N/NC(=O)C(C)Nc2cccc(C)c2)c1O (configuration not stated)	43
.	.	COc1ccc(NC(=O)CN(C)CC(=O)Nc2ccc3c(c2)CCC3)cc1	14
-0.53	-0.09	Cc1noc(N)c1C(=O)Nc1ccc(C(C)(C)C)cc1	-14
-0.83	-0.37	O=C(CSc1ncnc2scc(-c3ccccc3)c12)NCc1ccc2c(c1)OCO2	0
-0.72	-1.1	O=C(NCCN1CCc2ccccc2C1)C1CCN(S(=O)(=O)N2CCCCC2)CC1	.
-0.83	-0.85	CCOC(=O)N1CCC(NC(=O)CSCc2nc(-c3cccc(OC)c3)oc2C)CC1	-28
-0.1	-0.7	CCCCC12CN3CCN(CC(C3)/C1=N\NC(=O)Nc1ccccc1)C2	7
.	.	COc1ccccc1-n1cccc1C=O	60
0.12	-0.51	COc1ccccc1/C=C1/C(=O)N(c2cc(C)cc(C)c2)C(c2cccc([N+](=O)[O-])c2)S1(=O)=O (configuration not stated)	22
.	.	O=C(Nc1ccc(C(=O)Oc2ccccc2)c(O)c1)c1ccccc1	0
.	.	CCn1c(SCc2ccc(F)cc2)nc2c(c1=O)SCC2	-100
0.12	-0.19	CCCc1cc(C(=O)Nc2ccc(C)cc2)no1	.
-0.11	-0.6	CCOC(=O)C1=NN(c2ccc(C)cc2)CC1C(=O)OC (configuration not stated)	.
0.15	-0.16	CC1(C)CC(=O)C(/C=N/c2ccccn2)=C(O)C1	.
0.76	0.86	COc1ccc(CCN(C)C(=O)N2CCOCC2)cc1OC	0
0.87	-0.71	Cc1cc(C)c2c(=O)[nH]c(SCC(=O)NCCc3ccccc3)nc2n1	-469
0.64	0.23	CCOC(=O)Nc1ccc([N+](=O)[O-])cc1C	.
-0.31	-1.3	CCn1nnc(-c2ccccc2NC(=O)C(F)(F)F)n1	3
-0.43	-0.72	O=C1c2ccccc2NC(c2ccc(-c3cccc(Cl)c3)o2)N1O (configuration not stated)	18
-1.4	-1.3	Cc1[nH]n(-c2ncc(-c3ccccc3)s2)c(=O)c1C(c1ccc(Br)cc1)C(C#N)C#N (configuration not stated)	17
0.65	0.14	c1cc2c(cn1)cnc1cscc12	-14
0.27	1.7	CCOC(=O)c1c(-c2cccs2)csc1NC(=O)CNCCN1CCOCC1	-26
0.66	0.7	CC(=O)NCCN1C(=O)C2C3c4ccccc4C(c4ccccc43)C2C1=O (configuration not stated)	-77
-0.11	0.24	COc1cc(NC(=O)c2ccccc2-c2ccccc2)cc(OC)c1	.

Four compounds already listed, sorted by length of the SMILES, lowest first:
sdo1 growth	sdo1 growth Rescue 24 h	Molecule	Insulin prom inh
.	.	COc1ccccc1-n1cccc1C=O	60
.	.	COc1cccc(/C=C/C(=O)c2ccc(NC3=NCCCS3)cc2)c1	0
0.27	1.7	CCOC(=O)c1c(-c2cccs2)csc1NC(=O)CNCCN1CCOCC1	-26
0.66	0.7	CC(=O)NCCN1C(=O)C2C3c4ccccc4C(c4ccccc43)C2C1=O (configuration not stated)	-77

An excerpt from above with just sdo1 growth Rescue 24 h and sdo1 growth:
Molecule,sdo1 growth Rescue 24 h,sdo1 growth
CCn1nnc(-c2ccccc2NC(=O)C(F)(F)F)n1,-1.3,-0.31
O=C1c2ccccc2NC(c2ccc(-c3cccc(Cl)c3)o2)N1O (configuration not stated),-0.72,-0.43
Cc1[nH]n(-c2ncc(-c3ccccc3)s2)c(=O)c1C(c1ccc(Br)cc1)C(C#N)C#N (configuration not stated),-1.3,-1.4
c1cc2c(cn1)cnc1cscc12,0.14,0.65
CCOC(=O)c1c(-c2cccs2)csc1NC(=O)CNCCN1CCOCC1,1.7,0.27
CC(=O)NCCN1C(=O)C2C3c4ccccc4C(c4ccccc43)C2C1=O (configuration not stated),0.7,0.66
COc1cc(NC(=O)c2ccccc2-c2ccccc2)cc(OC)c1,0.24,-0.11

Going on with the list.
sdo1 growth	sdo1 growth Rescue 24 h	Molecule	Insulin prom inh
-1.1	-1.6	Cc1cc(C)c2nc(SCC(=O)Nc3ccc(S(=O)(=O)N4CCCC4)cc3)c(C)cc2c1	-7
-1.4	-0.28	CCOC(=O)c1ccc(-c2c(C(=O)OCC)oc3cc(O)c(CC)cc3c2=O)o1	8
0.08	-0.7	COc1ccccc1Nc1nc(N)nc(CSc2nnc(C)s2)n1	-31
-1.4	-0.51	COc1cc2ccccc2cc1-c1nnc(COc2ccccc2)o1	.
.	.	O=C(Nc1ccn(Cc2ccccc2)n1)c1cccc(F)c1	-30
-0.79	-1.7	COc1ccc(Cc2nnc(SCc3c(C)noc3C)n2C2CCCCC2)cc1OC	.
-0.98	-0.23	Cc1oc(C(C)(C)C)cc1C(=O)Nc1ccc2c(c1)OCCO2	24
0.73	0.32	COc1cccc(CN(CC(=O)NCC2CCCO2)C(=O)CCC(=O)Nc2cc(C)on2)c1 (configuration not stated)	17
0.03	-0.36	CCOC(=O)CNC(=O)CSc1nc2sc(C)c(C)c2c(=O)n1C	-10
.	.	O=C(NCc1cccnc1)C(=O)Nc1nc2ccccc2s1	55
0.18	-0.37	CCCCC(CC)CNC(=O)c1[nH]c(C)c(C(C)=O)c1C (configuration not stated)	.
-0.73	-1.8	O=S1(=O)CCN2C(=N1)Sc1c2ccc2c1CCCC2	-44
0.55	0.92	CCCCS(=O)(=O)NC1=NCN(CC)CN1	9
0.67	2.4	O=C(Nc1c(C(=O)Nc2cccc(F)c2)oc2ccccc12)c1ccc2c(c1)OCO2	25
1.2	1.3	CCOc1ccc(NC(=S)Nc2ccc(OC(F)(F)F)cc2)cc1	.
0.72	0.45	CC1(C)OC(=O)C(=CNCC(O)c2ccccc2)C(=O)O1 (configuration not stated)	25
-0.14	-0.03	CC(C)(C)NC(=O)C(c1c[nH]c2ccccc12)N(C(=O)Cn1nnc(-c2ccc(Cl)cc2)n1)c1ccccc1F (configuration not stated)	11
-0.55	-1.4	CCc1nnc(NC(=O)c2ccc(NS(=O)(=O)c3ccccc3)cc2)s1	.
-0.25	-0.15	CCOC(=O)C(C)Sc1ccc2nnc(-c3ccc(F)cc3)n2n1 (configuration not stated)	.
-0.91	-1.3	CCC1CCCCN1CCNS(=O)(=O)c1ccc2c(c1)oc(=O)n2C (configuration not stated)	.
1	1.2	COc1ccc(NC(=S)N2CCNC(=O)C2CC(=O)Nc2cccc(Cl)c2C)cc1 (configuration not stated)	31
-0.44	0.31	Cc1ccc(/C=C2/NC(=O)N(Cc3ccccc3)C2=O)o1	3
-0.41	-1.1	COc1cc(/C=C/C(=O)NC(C)(C)C)ccc1OCc1ccccc1	-64
-0.29	0.03	N=c1c2c(n(Cc3ccc(Cl)c(Cl)c3)c3c1CCC3)CCCC2	.
-0.08	-0.79	CCC(=O)Nc1cccc(NC(=O)CSc2nnc(-c3ccc(NS(C)(=O)=O)cc3)n2CC)c1	-44
0.24	0.13	O=C1NC(=NCc2ccccc2)S/C1=C/c1ccc(O)cc1	-159
0.58	0.8	COc1cccc(N2CCN(c3c4c(nc5ncnn35)CCC4)CC2)c1	10
-1.6	-0.63	CCC(C)NS(=O)(=O)c1ccc(S(=O)(=O)N2CC=C(c3ccc(F)cc3)CC2)cc1 (configuration not stated)	.
0.76	-0.14	COc1ccc(Oc2coc3c(CN(C)C)c(O)ccc3c2=O)cc1	-55
0.11	0.12	Cc1csc(NC(=O)Cc2c[nH]c3ccccc23)n1	-21
-0.07	0.35	O=C(Cn1c(=O)n(Cc2ccccc2)c(=O)c2ccccc21)NCc1ccco1	11
.	.	CC1CCc2c(sc3nc(C4CC4)nc(N4CCN(C(=O)c5ccco5)CC4)c23)C1 (configuration not stated)	-339
0.21	-0.03	CCOC(=O)N1CCN(C(=O)Cn2ncn3nc(-c4cccs4)cc3c2=O)CC1	3
.	.	Oc1c(C=Nc2ccccc2)sc2ccccc12	50
1.2	0.67	CCN(CC)CCNC(=O)c1c(C)oc2cc(Br)c(OC)cc12	-43
1.6	0.6	O=C(c1ccc(Cl)cc1)N1CCN=C1c1ccccc1	0
0.53	-0.34	CC1(C)CC(=O)c2cc(O)ccc2O1	43
-0.39	-0.24	COc1ccc(/C=C/C(=O)NC(C)CCc2ccccc2)cc1 (configuration not stated)	11
.	.	CC(=O)c1ccc(Nc2c(C)n(C)n(-c3ccccc3)c2=O)cc1	7
-0.2	-0.01	Cc1cccc(N/C=C/c2onc(C)c2[N+](=O)[O-])c1	36
.	.	CN(C)CCCNC(=S)NCCNc1nc2cc3c(cc2cc1C#N)OCO3	8
1.8	1.4	Cc1oc(C)c(C(N)=O)c1C(N)=O	.
-0.33	0.08	O=C(CN1C(=O)COc2ccc(Cl)cc21)Nc1ccc2c(c1)OCCO2	-5
0.71	0.74	CCc1nnc(NCn2nc(C)cc2C)s1	-25
-0.54	-0.3	COc1ccccc1CN(CC(=O)NCc1ccc2c(c1)OCO2)C(=O)c1ccc2c(c1)OCCO2	35
0.11	-0.21	Cc1nn(Cc2ccccc2Cl)c(C)c1C(=O)NCc1ccco1	-50
0.66	0.79	COc1cc(CC(=O)N/N=C/c2ccccc2)c([N+](=O)[O-])cc1OC	10
0.78	3.8	O=C(CSc1nc(-c2ccccc2)cc(=O)[nH]1)N1CCc2ccccc21	-425
-0.09	-0.38	CCc1ccc(C(=O)N/N=C/c2ccc(Cl)cc2Cl)nc1	22
1.7	1.5	O=C(CCc1ccccc1)N1CCN(CCO)CC1	.
-1.1	-0.91	CCOC(=O)c1ccc(S(=O)(=O)NNC(=O)COc2ccc(C)cc2)cc1	12
.	.	Nc1nc(SCC(=O)NCc2ccc3c(c2)OCO3)n[nH]1	65*
